D2 potentiator – HTS Assay for Positive Allosteric Modulators of the Human D2 Dopamine Receptor: Primary Screen for Potentiators; HEK293 T-REx D2, calcium flux, EC20 dopamine potentiation; potentiation, % at 10 µM; 340,000 compounds, 0.34% hits;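 active = potentiation over 3 SD above the plate norm, cut at about 30% in these data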; note: 0% is about no effect
Target sequence (P14416 whole entry, looked up): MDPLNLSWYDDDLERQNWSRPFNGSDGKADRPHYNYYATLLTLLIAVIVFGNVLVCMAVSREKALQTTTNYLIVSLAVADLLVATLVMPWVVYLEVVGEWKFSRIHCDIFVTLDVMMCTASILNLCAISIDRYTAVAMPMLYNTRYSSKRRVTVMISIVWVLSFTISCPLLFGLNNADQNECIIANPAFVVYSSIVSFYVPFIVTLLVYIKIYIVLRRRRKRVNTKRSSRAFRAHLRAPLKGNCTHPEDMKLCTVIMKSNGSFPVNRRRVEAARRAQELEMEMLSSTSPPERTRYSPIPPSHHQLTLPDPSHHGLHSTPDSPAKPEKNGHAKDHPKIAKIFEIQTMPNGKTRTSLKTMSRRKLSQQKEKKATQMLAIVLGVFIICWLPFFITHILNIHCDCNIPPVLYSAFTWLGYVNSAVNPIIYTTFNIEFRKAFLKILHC
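Calcium flux readout, no-wash dye, 1 read/s. Inducible HEK293 Trex D2 line, overnight 30 C. Compound alone 180 s (agonist flags), then EC20 dopamine, another 180 s to score potentiation.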
RXFP1 antagonist – qHTS Assay for Antagonists of the Relaxin Receptor RXFP1. Relaxin receptor 1 (Homo sapiens), Q9HBX9. HEK293-RXFP1, relaxin-stimulated cAMP HTRF, 30 min; hits give low values. activity change, negative = inhibition, % at 57.5 µM. 350,000 compounds, 0.59% hits. AID 1259400, 2018;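 active = activity change of -60% or lower, but not beyond a set lower limit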; note: % is set by controls: 0 for no effect and ±100 for the full control effect
D1 antag – Antagonist of Human D 1 Dopamine Receptor: qHTS; D(1A) dopamine receptor (Homo sapiens), P21728; HEK293 TREx D1 cells, calcium flux, dopamine EC80; hits give low values; activity change, negative = inhibition, % at 10 µM; 360,000 compounds, 3.2% hits; AID 504652, 2011; in the data active = activity change below about -30%; note: % is set by controls: 0 for no effect and ±100 for the full control effect
Target sequence (P21728 whole entry, looked up): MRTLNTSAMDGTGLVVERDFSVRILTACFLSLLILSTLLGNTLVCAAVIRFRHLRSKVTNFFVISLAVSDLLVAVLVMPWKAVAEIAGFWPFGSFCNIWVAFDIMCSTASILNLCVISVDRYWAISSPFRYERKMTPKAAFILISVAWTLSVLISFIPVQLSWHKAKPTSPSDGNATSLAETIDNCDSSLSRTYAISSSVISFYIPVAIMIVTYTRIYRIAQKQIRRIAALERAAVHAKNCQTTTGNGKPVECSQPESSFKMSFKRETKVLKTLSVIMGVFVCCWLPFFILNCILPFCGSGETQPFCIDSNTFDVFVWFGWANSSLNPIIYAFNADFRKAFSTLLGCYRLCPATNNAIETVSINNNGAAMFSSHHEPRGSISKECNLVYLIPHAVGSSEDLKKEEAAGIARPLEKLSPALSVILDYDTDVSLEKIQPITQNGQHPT
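Allosteric or orthosteric antagonism assessed as attenuation of the calcium response to EC80 dopamine, added 180 s after compound, in induced HEK293 Trex D1 cells loaded with no-wash calcium dye.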
TRHR enhancer – qHTS for Small Molecule Agonists and Allosteric Enhancers of Human TRH Receptor: Primary Screen for Enhancers. TRHR cells, fluo-8 calcium fluorescence, EC20 TRH enhancement. enhancement, % at 2 µM. Thyrotropin-releasing hormone receptor (Homo sapiens), P34981. 360,000 compounds, 0.66% hits; in the data active = enhancement above about 30%; note: 0% is about no effect
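Enhancer read-out: after compound pinning and an initial kinetic agonist-mode read, an EC20 of TRH (10 nM final) was injected and fluo-8 calcium signal (Ex 480/Em 530) followed at 1 s/cycle for 100 cycles in TRHR-expressing cells.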
D2 antag – HTS Assay for Allosteric Antagonists of the Human D2 Dopamine Receptor: Primary Screen for Antagonists; D(2) dopamine receptor (Homo sapiens), P14416; HEK293 TREx D2 cells, calcium flux, dopamine EC80; inhibition, % at 10 µM; 340,000 compounds, 2% hits; in the data active = inhibition above about 30%; note: 0% is about no effect
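Measurement of antagonist activity uses fluorescent calcium dye in inducible HEK293 T-REx D2 cells: 10 s baseline, compound addition with 180 s read, EC80 dopamine addition with a further 180 s read.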
D1 PAM – Potentiators of Human D1 Dopamine Receptor: qHTS; D(1A) dopamine receptor (Homo sapiens), P21728; HEK293 TREx D1 cells, calcium flux, dopamine EC20 potentiation; potentiation, % at 10 µM; 360,000 compounds, 0.036% hits; in the data active = potentiation above about 30%; note: 0% is about no effect
D1 agonist – Allosteric Agonists of the Human D1 Dopamine Receptor: qHTS; D(1A) dopamine receptor (Homo sapiens), P21728; HEK293 T-REx D1 cells, calcium flux, agonist mode; activation, % at 2 µM; 360,000 compounds, 1% hits; AID 504660, 2011; note: 0% is about no effect
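Inducible HEK293 T-REx D1 cells, force-coupled to calcium signalling, were plated at 4000 cells/well with tetracycline and held overnight at 30 C. After no-wash calcium dye loading, compound-evoked calcium rise over 180 s flagged agonists.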
D2 agonist – HTS Assay for Allosteric Agonists of the Human D2 Dopamine Receptor: Primary Screen for Agonists; HEK293 T-REx D2 cells, calcium flux agonist mode; activation, % at 2 µM; 340,000 compounds, 0.53% hits; AID 485358, 2010;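 active = activation over 3 SD above normal in the single-dose calcium agonist read, cut at about 30% in these data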; note: 0% is about no effect
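HEK293 Trex D2 cells, tetracycline-induced, o/n 30 C 5% CO2; no-wash Ca dye, RT 30–90 min; 10-cycle baseline, 23 nl cpd added, kinetic Ca read 180 s; agonist hits = positive Ca response.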
TRHR agonist – qHTS for Small Molecule Agonists and Allosteric Enhancers of Human TRH Receptor: Primary Screen for Agonists; TRHR cells, calcium flux fluo-8, FDSS agonist mode; 360,000 compounds, 0.18% hits; Thyrotropin-releasing hormone receptor (Homo sapiens), P34981; AID 493084, 2011; activation, % at 2 µM; note: 0% is about no effect
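Steps: seed TRHR cells overnight; add fluo-8 no-wash Ca dye, RT 30 min–1.5 h; record 10 s baseline; pin-transfer compounds; monitor fluorescence 1 cycle/s for the agonist window. Calcium increases flag candidate agonists.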
An asterisk follows results filed as active; · = no result given. Cut-off read from the data, not from the text of the source, unless noted: active = activation above about 30%; inactive = the rest.

Every second line gives: D2 potentiator	TRHR enhancer	RXFP1 antagonist	D1 antag	D2 antag	TRHR agonist	D1 agonist	D1 PAM	D2 agonist
O=C(CN1CCN(C(=O)c2ccco2)CC1)Nc1ccc(Cl)c(S(=O)(=O)N2CCOCC2)c1
  -16.0	-3.2	-10.3	12.0	-1.3	0.1	2.2	-2.2	45.1*
COCc1cc(=O)n2[nH]c(-c3ccsc3-n3c(C)ccc3C)cc2n1
  23.7	0.9	-11.5	0.8	-6.0	0.6	2.3	3.9	0.7
CCOC(=O)C1(C/C(C)=N/NC(N)=O)CC(C)(C)OC1=O (configuration not stated)
  -2.6	4.2	9.7	19.1	-7.2	-0.1	7.2	1.9	0.4
Cc1ccc(Nc2nc(-c3sc(C)nc3C)cs2)cc1
  6.3	2.9	-12.7	-13.5	11.1	0.2	-0.2	-2.8	0.5
Cc1ccccc1Nc1nc(-c2sc(NC(=O)c3cccc(Cl)c3)nc2C)cs1
  30.9*	2.9	·	5.9	-12.0	1.2	3.5	11.1	-0.2
Cc1sc(NC(=S)NC(=O)C(C)(C)C)c(C(N)=O)c1C
  -7.4	-6.9	-9.5	-4.9	1.5	-1.1	0.4	-4.3	0.8
Cc1cc(O)c(C(C)C)cc1N=Nc1ccccc1C(=O)O
  3.8	0.2	-27.4	-3.5	9.4	0.2	6.0	-4.3	-1.3
COc1ccc(CCNC(=O)CSc2cn(Cc3cccc(C)c3)c3ccccc23)cc1OC
  -15.1	-3.7	3.0	10.2	-5.2	0.6	34.3*	0.8	57.9*
COc1ccc(-c2nnn3c2nc(NCc2ccc(C)cc2)c2ccccc23)cc1
  -0.5	-4.4	·	-21.3	·	1.3	2.8	-1.6	0.7
CC(C)CC(NC(=O)CCl)c1ccccc1 (configuration not stated)
  -3.0	2.3	4.6	4.9	-5.5	-0.1	4.7	-2.0	0.1
C=C(C)c1cccc(C(C)(C)NC(=O)N2CCCC(C)C2)c1 (configuration not stated)
  -3.6	0.0	-3.6	-3.3	-3.4	-0.9	27.8	-7.4	-0.6
CCN=C1SC(CC(=O)Nc2ccc(C)cc2)C(=O)N1CC (configuration not stated)
  -6.6	5.1	-7.7	-16.7	-23.0	1.4	0.9	-7.3	-0.3
O=C(O)CCCNc1ccc(S(=O)(=O)N2CCCCC2)cc1
  -0.8	1.2	-9.2	-8.7	8.0	0.2	3.7	-1.1	-0.4
O=C(COc1ccc(F)cc1)NCCCn1ccnc1
  8.9	10.0	-0.6	-2.4	5.0	-0.6	0.7	-4.6	0.3
c1ccc2c3c(c(CN4CCCCC4)cc2c1)COC3
  -31.5	2.0	-8.1	-13.3	-10.7	0.5	-0.5	-4.3	0.8

Arranged by heavy-atom count (falling): some entries from above
Every second line gives: D2 potentiator	TRHR enhancer	RXFP1 antagonist	D1 antag	D2 antag	TRHR agonist	D1 agonist	D1 PAM	D2 agonist
O=C(CN1CCN(C(=O)c2ccco2)CC1)Nc1ccc(Cl)c(S(=O)(=O)N2CCOCC2)c1
  -16.0	-3.2	-10.3	12.0	-1.3	0.1	2.2	-2.2	45.1*
COc1ccc(-c2nnn3c2nc(NCc2ccc(C)cc2)c2ccccc23)cc1
  -0.5	-4.4	·	-21.3	·	1.3	2.8	-1.6	0.7
Cc1ccccc1Nc1nc(-c2sc(NC(=O)c3cccc(Cl)c3)nc2C)cs1
  30.9*	2.9	·	5.9	-12.0	1.2	3.5	11.1	-0.2
COCc1cc(=O)n2[nH]c(-c3ccsc3-n3c(C)ccc3C)cc2n1
  23.7	0.9	-11.5	0.8	-6.0	0.6	2.3	3.9	0.7
C=C(C)c1cccc(C(C)(C)NC(=O)N2CCCC(C)C2)c1 (configuration not stated)
  -3.6	0.0	-3.6	-3.3	-3.4	-0.9	27.8	-7.4	-0.6
CCOC(=O)C1(C/C(C)=N/NC(N)=O)CC(C)(C)OC1=O (configuration not stated)
  -2.6	4.2	9.7	19.1	-7.2	-0.1	7.2	1.9	0.4
c1ccc2c3c(c(CN4CCCCC4)cc2c1)COC3
  -31.5	2.0	-8.1	-13.3	-10.7	0.5	-0.5	-4.3	0.8
CC(C)CC(NC(=O)CCl)c1ccccc1 (configuration not stated)
  -3.0	2.3	4.6	4.9	-5.5	-0.1	4.7	-2.0	0.1

(continued)
Every second line gives: D2 potentiator	TRHR enhancer	RXFP1 antagonist	D1 antag	D2 antag	TRHR agonist	D1 agonist	D1 PAM	D2 agonist
CC(=O)N1CCN(c2ccc(NC(=O)/C=C/c3ccccc3)cc2)CC1
  11.8	-6.2	-4.1	-8.7	5.9	-0.8	1.6	-0.4	-0.4
CC(C)(CNC(=O)c1ccc(S(=O)(=O)N2CCCC2)cc1)N1CCOCC1
  11.9	12.0	-6.8	-25.9	20.7	-0.2	3.6	-4.3	-1.1
COCCn1c(SCCN2CCOCC2)nc2c1c(=O)[nH]c(=O)n2C
  9.0	11.6	5.8	-10.9	0.7	0.9	6.7	·	0.6
CC1CCc2c(sc3ncnc(SC(C)C(=O)NCC4CCCO4)c23)C1 (configuration not stated)
  4.8	4.9	-11.3	3.4	1.8	-0.6	-1.0	0.9	0.2
CN(c1cccc(Cl)c1)S(=O)(=O)c1cccc(C(=O)NC2=NCCS2)c1
  3.2	-9.1	-4.4	-15.5	4.7	1.5	2.3	-5.1	0.4
CC(C)OC(=O)c1c(NC(=O)c2cnn3c2NC(c2ccccc2)CC3C(F)(F)F)sc2c1CCCC2 (configuration not stated)
  3.0	-0.2	-8.2	-15.3	19.1	-0.1	0.9	-1.7	0.1
COc1ccc(NC(=S)N2CCN(C(=O)c3ccco3)CC2)cc1OC
  -0.6	3.5	-6.5	4.0	-2.9	-0.5	2.2	3.2	3.1
Cc1ccc(/C=C/C(=O)OCC(=O)N(CC(C)C)c2c(N)n(Cc3ccccc3)c(=O)[nH]c2=O)o1
  -0.7	-1.2	·	9.4	8.5	0.2	3.3	-1.1	1.3
CCCNc1ccc(-c2nc(-c3ccncc3)no2)cc1[N+](=O)[O-]
  -6.0	1.6	·	-5.8	·	-1.0	8.2	0.7	-1.5
COc1ccc(NC(=O)[C@H](COCc2ccccc2)NC(=O)OC(C)(C)C)cc1
  -3.0	12.0	20.9	5.1	-24.1	-0.8	3.6	-11.1	-0.6
COc1ccc(OCC(=O)NC(CC(=O)O)c2ccc(OC)c(OC)c2)cc1 (configuration not stated)
  -7.6	-5.6	-1.1	0.7	-1.6	0.2	7.8	-2.7	-0.7
Cc1ccc(-n2cnc3cc(C(=O)NC4CCCCCC4)ccc32)cc1Cl
  2.1	-3.3	-20.5	-4.7	·	3.8	0.7	0.1	·
COc1ccccc1C(C)NC(=O)c1ccc(NC(=O)CC2SC(N3CCCC3)=NC2=O)cc1 (configuration not stated)
  -3.0	22.3	-7.1	9.7	1.1	-0.7	0.6	6.8	0.8
O=C(COc1ccccc1)N1c2ccccc2Sc2ccccc21
  -2.9	-2.2	-15.2	-6.9	-17.6	0.0	7.1	-10.2	-1.0
Cc1ccc(S(=O)(=O)NC(=O)Nc2cccc(C)n2)cc1
  0.5	-2.7	-4.9	-13.2	6.8	-0.2	2.4	-2.2	1.4

Every second line gives: D2 potentiator	TRHR enhancer	RXFP1 antagonist	D1 antag	D2 antag	TRHR agonist	D1 agonist	D1 PAM	D2 agonist
CCOc1cnn(-c2cc(Oc3ccc(C)cc3)ncn2)c(=O)c1Cl
  -2.0	0.1	-10.1	5.6	1.5	-0.3	1.8	5.0	-0.2
O=[N+]([O-])c1cccc(/C=C/c2ccc3cccc(O)c3n2)c1
  ·	-4.7	-9.9	-16.8	·	0.1	2.5	-4.3	·
CC1CC(C)CN(C(=O)c2cccc(N3C(=O)c4ccccc4C3=O)c2)C1 (configuration not stated)
  -0.4	4.6	-1.6	11.7	-3.2	-3.3	3.6	-0.7	0.2
Cc1cc(OC(C)C(=O)N(Cc2ccco2)Cc2ccco2)cc(C)c1Cl (configuration not stated)
  ·	-13.4	-88.4*	-6.0	·	0.7	4.4	0.3	-0.2
CCOc1ccc(CC(=O)Nc2sc(Cc3ccccc3)cc2C(N)=O)cc1OCC
  4.7	0.5	12.2	5.5	5.4	-0.3	4.4	0.8	0.3
Cc1cccc(Cn2cc3c(=O)n(CC(=O)Nc4c(C)cccc4C)nc-3c3cc(F)ccc32)c1
  -6.4	-10.7	-1.2	0.4	·	-0.5	0.5	-0.8	-0.1
CCOc1ccc(NC(=O)CSc2nnc(C)n2Cc2ccccc2)cc1
  13.3	5.1	-8.1	-15.7	-20.9	-1.4	6.5	-5.0	-0.2
CONC(=O)Nc1ccccc1[N+](=O)[O-]
  2.0	-1.0	-0.5	3.2	7.3	0.1	2.3	5.6	0.9
CCCN1CCN(S(=O)(=O)c2ccc3c(c2)CCC(=O)N3)CC1
  -0.6	5.9	1.2	-27.1	5.8	-2.5	3.0	-5.5	0.3
Cc1sc(NC(=O)c2ccc(F)cc2)c(CN2CCCCCC2)c1C
  5.7	1.7	-11.1	-15.9	-5.6	1.0	4.1	-1.6	0.1
Cc1ccc(CNC(=O)C2CC2c2ccccc2)cc1 (configuration not stated)
  -1.6	0.2	1.0	28.5	-9.3	-0.8	4.6	-0.1	-0.4
COCC(=O)NNC(=O)c1ccccc1OC
  -14.1	-0.8	-12.5	6.2	17.8	0.3	0.1	6.5	-0.1
C=CCn1c(-c2cccn(Cc3ccc(Cl)cc3Cl)c2=O)n[nH]c1=S
  ·	0.3	25.1	-6.2	·	0.5	2.0	-7.8	·
CC(=O)C1=C(O)C(=O)N(c2ccc(C(=O)O)cc2)C1c1ccc([N+](=O)[O-])cc1 (configuration not stated)
  9.9	-1.7	-2.2	3.1	0.8	0.7	1.5	3.2	-0.4
Cc1onc(-c2ccccc2Cl)c1C(=O)Nc1nnc(Cc2ccc(Cl)cc2)s1
  10.5	6.3	-20.5	-2.3	-5.7	0.9	1.0	-5.0	-0.5
Cc1ccc(S(=O)(=O)N2CCC3(CC2)OCCN3S(=O)(=O)c2c(C)cc(C)cc2C)cc1
  -10.3	-0.7	-2.4	-10.8	1.5	0.2	6.6	-7.6	0.2
Cc1ccc(C(=O)n2cnnc2N)cc1C
  -1.8	3.4	-6.0	5.5	10.6	0.5	-0.9	-0.8	0.2
CC(C)n1c(CSCc2ccc(Cl)cc2Cl)n[nH]c1=S
  8.8	15.7	-13.2	13.4	-7.9	0.1	0.4	-5.0	0.0
